Compound activity: PubChem, National Center for Advancing Translational Sciences (NCATS)
KAT2A inh – qHTS Assay for Inhibitors of GCN5L2; GCN5L2 HAT assay, ThioGlo1 CoA-SH fluorescence; Potency, µM (doses to about 58.9 µM), for the others: top-dose activity change, negative = inhibition, usual class: inhibitors; hit rate 0.21% among 390,000; AID 504327, 2011
Target sequence (Q92830 whole entry, looked up): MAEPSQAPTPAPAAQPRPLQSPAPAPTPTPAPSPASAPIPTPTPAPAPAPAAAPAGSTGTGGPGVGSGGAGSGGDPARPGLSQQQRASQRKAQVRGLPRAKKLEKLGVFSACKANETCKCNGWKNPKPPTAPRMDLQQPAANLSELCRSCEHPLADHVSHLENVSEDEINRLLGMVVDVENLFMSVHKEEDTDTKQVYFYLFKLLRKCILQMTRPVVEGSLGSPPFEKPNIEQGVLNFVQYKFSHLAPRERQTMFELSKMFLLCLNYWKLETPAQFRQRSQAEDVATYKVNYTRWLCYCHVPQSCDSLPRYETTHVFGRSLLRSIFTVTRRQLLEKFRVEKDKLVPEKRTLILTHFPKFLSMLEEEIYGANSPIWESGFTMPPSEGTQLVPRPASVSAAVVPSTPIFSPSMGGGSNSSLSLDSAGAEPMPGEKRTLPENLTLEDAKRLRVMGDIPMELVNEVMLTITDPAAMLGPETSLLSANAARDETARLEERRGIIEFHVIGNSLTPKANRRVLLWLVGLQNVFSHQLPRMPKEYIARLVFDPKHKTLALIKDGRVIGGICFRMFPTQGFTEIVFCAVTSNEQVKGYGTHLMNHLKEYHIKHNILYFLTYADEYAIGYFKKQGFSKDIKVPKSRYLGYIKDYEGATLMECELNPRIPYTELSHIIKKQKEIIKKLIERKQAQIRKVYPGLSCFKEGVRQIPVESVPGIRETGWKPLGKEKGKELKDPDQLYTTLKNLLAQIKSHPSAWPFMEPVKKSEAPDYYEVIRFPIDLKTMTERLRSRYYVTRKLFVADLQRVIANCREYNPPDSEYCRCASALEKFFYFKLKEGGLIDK
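qHTS, 1536-well. 20nM enzyme, pH 7.5 HEPES/EDTA/Tween-20 buffer; 15 min compound preinc., RT. Start: 75uM H3(1-25), 70uM AcCoA, 50uM ThioGlo1. Read Ex340/Em540 at t=0 (autofluorescence flag) and t=20 min.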
TDP1 cell noCPT – qHTS for Inhibitors of human tyrosyl-DNA phosphodiesterase 1 (TDP1): qHTS in cells in absence of CPT | DT40 Tdp1-/- hTDP1 cells, no CPT, ATP luminescence, 48 h | Potency, µM (highest dose often 46.2 µM), for the others: top-dose activity change, negative = growth inhibition, usual class: inhibitors | hit rate 15% among 420,000; note: nearly all actives have a fitted effect of over 55% in size
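Chicken DT40 Tdp1-/- cells stably complemented with human TDP1 were seeded at 400 cells/well with DMSO in place of 20 nM camptothecin. After compound pinning, cells grew at least 48 hr at 37 °C; viability read by CellTiter-Glo luminescence.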
TDP1 cell CPT – qHTS for Inhibitors of human tyrosyl-DNA phosphodiesterase 1 (TDP1): qHTS in cells in presence of CPT; Potency, µM (doses to about 46.2 µM), for inactives: at the highest dose activity change, negative = growth inhibition, most hits filed as inhibitors; hit rate 12% among 420,000; chicken DT40 Tdp1-/-;hTDP1 cells + 20 nM CPT, ATP luminescence, 48 h; AID 686979, 2013; note: nearly all actives have a fitted effect of over 55% in size
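Chicken DT40 Tdp1-/- cells stably complemented with human TDP1 were seeded at 400 cells/well in medium containing 20 nM camptothecin, exposed to pin-transferred compounds, and grown at 37 °C for at least 48 hr. Viability was read as ATP luminescence.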
* = called active by the depositor; ? = inconclusive; . = no result given; & = joins results of further samples; [ ] = another dose, or the depositor's remark. Calls come from the whole dose curve; as a rule, active = well fitted curve in the direction sought with a large enough effect; inconclusive = small, poorly fitted or top-dose-only effect, or another doubt; inactive = no such curve, though single readings can be large; an effect the other way counts as inactive or inconclusive. % is set by controls: 0 for no effect and ±100 for the full control effect; potency is the fitted concentration of half-maximal effect. This is a subset; the hit share may differ from the screen's.

SMILES | KAT2A inh | TDP1 cell noCPT | TDP1 cell CPT
COc1ccc(C2C(C(=O)O)CC(=O)N2C2CCCCC2)cc1 (stereo unspecified) | -1% | 0% | -5%
CCCN1CCc2c(sc3nc(SCC)n(-c4ccccc4)c(=O)c23)C1 | -1% | 15µM* | ?
CO/N=C\CC(=O)Nc1ccc(F)cc1 | 2% | -6% | -1%
CC1(OC(=O)C2CCCC2)C(=O)C=C2C=C(c3ccsc3)N(CCc3c[nH]c4ccccc34)C=C2C1=O (stereo unspecified) | 0% | ? | 21µM*
N#Cc1ccc(C(=O)Nc2cc(-c3ccc(F)cc3)nn2-c2ccccc2)cc1 | -10% | ? | 15µM*
Cc1ccc2c(c1)CN(CCNC(=O)C(C)Oc1ccccc1)CC(C)O2 (stereo unspecified) | . | -16% | 7%[9.04 µM]
COc1ccc(NC(=O)c2cnn(-c3ccccc3)c2C)cc1 | -14% | ? | 11%
Cc1cccc(C)c1N1C(=O)c2ccccc2NC(=O)C1C(=O)NCCOc1ccccc1 (stereo unspecified) | . | ? | -5%
O=C(CC1OC(=O)c2ccccc21)Nc1cc(S(=O)(=O)N2CCOCC2)ccc1OCC(F)(F)F (stereo unspecified) | -4% | -12% | ?
O=C(CN1CCOCC1)Nc1ccc(OCc2ccccc2)cc1 | 0% | -27% | -21%
[O-][n+]1onc2c3ccnnc3ccc21 | -1% | -2% | -2%
COc1ccccc1OCCNC(=O)c1ccc2c(c1)CCC2 | -3% | ? | -5%
O=P(O)(O)CP(=O)(O)O | -3% | 8% | 11%
COc1ccc(-n2nnnc2C2CCN(S(=O)(=O)c3ccc(F)cc3Cl)CC2)cc1 | -12% | 16µM* | ?
CCCc1cc(=O)oc2cc(C)cc(OCC(=O)Nc3ccc(CN4CCOCC4)cc3)c12 | -10% | 5.8µM* | 18µM*
CCOC(=O)N1CCN(C(=O)c2cc(-c3ccncc3)nc3ccccc23)CC1 | 1% | 5.8µM* | 5.8µM*
O=C(COc1ccc([N+](=O)[O-])cc1)N/N=C/c1ccccn1 | -6% | -15% | 0%
COC(=O)c1ccc(CSc2nnc3c(Cl)cc(Cl)cn23)o1 | 2% | -14% | -29%
CC(=O)C12OC(C)(C)OC1CC1C3CCC4=CC(=O)C=CC4(C)C3(F)C(O)CC12C (stereo unspecified) | . | -26% | -7%
CCC(CC)c1nnc(NC(=O)CN2C(=O)C3C4C=CC(C4)C3C2=O)s1 (stereo unspecified) | -3%[0.501 µM] | -19% | -1%
S=c1[nH]c2ccccc2n2c(=S)[nH]nc12 | -4% | -6% | -13%
C(=C\c1ccnc2ccccc12)/c1cccnc1 | . | 13µM* | ?
COCc1c(C)cc(C)c(/C=N/O)c1C | -5% | -3% | -10%
CCOC(=O)c1c(-c2ccc(OC)cc2)csc1NC(=O)CCN1C(=O)c2ccccc2C1=O | -14% | ? | 16µM*
Cc1cccc(C)c1NC(=O)N1CCC(C(=O)c2ccc(F)cc2)CC1 | 3% | -19% | 10%

Compounds listed so far with a Cl atom:
SMILES | KAT2A inh | TDP1 cell noCPT | TDP1 cell CPT
COc1ccc(-n2nnnc2C2CCN(S(=O)(=O)c3ccc(F)cc3Cl)CC2)cc1 | -12% | 16µM* | ?
COC(=O)c1ccc(CSc2nnc3c(Cl)cc(Cl)cn23)o1 | 2% | -14% | -29%

Looked up above:
TDP1 cell CPT result of `CCC(CC)c1nnc(NC(=O)CN2C(=O)C3C4C=CC(C4)C3C2=O)s1` (stereo unspecified) → -1%
KAT2A inh result of `CCCN1CCc2c(sc3nc(SCC)n(-c4ccccc4)c(=O)c23)C1` → -1%
KAT2A inh result of `CC1(OC(=O)C2CCCC2)C(=O)C=C2C=C(c3ccsc3)N(CCc3c[nH]c4ccccc34)C=C2C1=O` (stereo unspecified) → 0%
TDP1 cell CPT result of `S=c1[nH]c2ccccc2n2c(=S)[nH]nc12` → -13%
KAT2A inh result of `COCc1c(C)cc(C)c(/C=N/O)c1C` → -5%
TDP1 cell CPT result of `Cc1ccc2c(c1)CN(CCNC(=O)C(C)Oc1ccccc1)CC(C)O2` (stereo unspecified) → 7%[9.04 µM]
KAT2A inh result of `CCCc1cc(=O)oc2cc(C)cc(OCC(=O)Nc3ccc(CN4CCOCC4)cc3)c12` → -10%

Following part:
SMILES | KAT2A inh | TDP1 cell noCPT | TDP1 cell CPT
CCOC(=O)C1CCCN1C(=O)C1(NC(C)=O)CCCC1 (stereo unspecified) | . | -1% | 2%
Cc1ccc(S(=O)(=O)N2CCN(C(=O)CSc3nncs3)CC2)cc1 | -11% | -13% | -8%
Cc1c(S(=O)(=O)N2CCCC2)c(=O)n(C)c(=O)n1C | 2% | -3% | 16%
COCCCn1c(-c2ccco2)nc2ccccc2c1=O | -5% | -29% | -19%
CC(/C=C/C=C/c1ccccc1)=N\NC(=O)c1cccnc1 | -12% | ? | -9%
O=c1c2ccccc2nc(N/N=C/c2c(O)ccc3ccccc23)n1O | -20% | 5.2µM* | 3.7µM*
CC(=O)Oc1c(/C=C(\C#N)C(N)=O)[nH]c2ccccc12 | 4% | ? | 16µM*
NNC(=O)CNC(=O)c1cccc(Br)c1 | -9% | -15% | -13%
CCOC(=O)c1c(C)oc2nc(C)nc(NCCc3ccc(C)cc3)c12 | -7% | ? | 21µM*
Cc1ccccc1NC(=O)c1c(NC(=O)Cc2ccccc2)sc2c1CCC2 | 1% | ? | ?
CN(Cc1cccs1)C(=O)COc1cccc2c1OC(C)(C)C2 | -1% | -28% | ?
CC(O)CCCCn1c(=O)c2c(ncn2C)n(C)c1=O (stereo unspecified) | 13% | -10% | 3%
CCOC(=O)N1CCN(S(=O)(=O)c2ccc(C)c(C)c2)CC1 | -4% | ? | ?
CCc1ccc(CNC(=O)c2cc3cc4ccc(OC)cc4nc3o2)cc1 | -9% | ? | 1%
COc1ccc(C)cc1NC(=O)CCS(=O)(=O)c1ccc2c(c1)CCN2C(C)=O | -4% | 1% | -17%
O=C(CSCc1nc2ccccc2[nH]1)N1CCN(c2ccc(F)cc2)CC1 | -3% | 18µM* | 23µM*
CN(C)C(=S)Nn1c(-c2ccccc2)nc2ccccc2c1=O | -2% | -23% | -5%
O=c1[nH]c(Cl)nc2c1ncn2C1OC(CO)C(O)C1O (stereo unspecified) | 6% | 6% | 9%
O=C(CSc1n[nH]c(-c2ccccc2)n1)Nc1ccc(N2CCOCC2)cc1 | -6% | -20% | ?
COc1ccc(-c2csc(Nc3ccccc3)n2)cc1 | -6% | ? | ?
COc1cc(C(=O)NCC(=O)N/N=C/c2cccnc2)cc(OC)c1OC | -1% | -10% | -4%
C=CCOc1ccc(C(c2c(C(=O)O)[nH]c3ccccc23)c2c(C(=O)O)[nH]c3ccccc23)cc1 | ? | -8% | 12%
Cc1ccc(CNC(=O)c2ccccc2NS(C)(=O)=O)cc1 | -2% | -23% | -3%
O=C(Cn1cncn1)N/N=C/c1ccc(Cl)cc1 | 3% | -4% | 5%
O=C(O)c1cccc(-n2cnc3cccnc32)c1 | -3% | -12% | -1%

Part of the list above in order of count of non-hydrogen atoms, high to low:
SMILES | KAT2A inh | TDP1 cell noCPT | TDP1 cell CPT
COc1ccc(C)cc1NC(=O)CCS(=O)(=O)c1ccc2c(c1)CCN2C(C)=O | -4% | 1% | -17%
CN(C)C(=S)Nn1c(-c2ccccc2)nc2ccccc2c1=O | -2% | -23% | -5%
COCCCn1c(-c2ccco2)nc2ccccc2c1=O | -5% | -29% | -19%

New compounds follow
SMILES | KAT2A inh | TDP1 cell noCPT | TDP1 cell CPT
CC1CCCN(c2nc(-c3cccnc3)nc3scc(-c4ccccc4)c23)C1 (stereo unspecified) | -23% | 18µM* | ?
Cc1[nH]nc2c1C(CC(C)C)C(C#N)=C(N)O2 (stereo unspecified) | -14% | -21% | -4%
Cc1cc(C)cc(OCC(=O)N2CCC(c3nc4ccccc4o3)CC2)c1 | 2% | 16µM* | ?
COc1ccc(N2C(N)=NC(N)=NC2(C)C)cc1 | -16% | 0.33µM* | ?
COc1cc(/C=N\NC(=O)CC(=O)NCCc2ccccc2)ccc1O | -8% | -15% | 14%
CC(C)(C)NC(=O)CSc1nnc(-c2ccccn2)n1Cc1ccccc1 | -7% | -23% | -25%
CCOC(=O)C1C(=O)N(C(=O)c2ccc(OC)cc2)CC1c1ccccc1 (stereo unspecified) | -9% | -14% | -18%
C#CCN(C[C@@H]1[C@@H](OC(=O)NCc2ccccc2)[C@@H](OC(=O)NCc2ccccc2)Cn2c(=O)n(CCCCCC)c(=O)n21)S(=O)(=O)c1ccc(C)cc1 | . | ? | ?
O=C(O)CCCCCCCCc1cn(CC2CCCCC2)nn1 | -1% | 7%&5% | 3%&-4%
CC1CCCN(C2=NC(=O)/C(=C/c3cn(-c4ccccc4)nc3-c3cccc(S(=O)(=O)N(C)C)c3)S2)C1 (stereo unspecified) | -12% | 12µM* | 16µM*
CN(C)S(=O)(=O)c1cccc(C(=O)Nc2ccccc2Cl)c1 | 1% | -12% | -2%
Cc1ccc(OCC(=O)Nc2ccc3oc(=O)ccc3c2)cc1C | -7% | ? | -1%
Nc1c(C(=O)Nc2ccc(Cl)cc2)oc2ccccc12 | -9% | -20% | 3%
CN(C)CCC1c2ccc(Cl)cc2CCc2cccnc21 (stereo unspecified) (tested in a mixture with another compound) | ? | ? | -6%
c1csc(-c2ncc3ccccn23)c1 | -20% | -23% | 11%
CCOc1ccc(CN(C(=O)c2cc(=O)c3cc(Cl)ccc3o2)C2CCS(=O)(=O)C2)cc1 (stereo unspecified) | 7% | ? | -1%
O=C(CN1CCCN(S(=O)(=O)c2ccc(F)cc2)CC1)Nc1cccc(F)c1 | -14% | ? | ?
O=C(CN1C(=O)CSc2ncccc21)Nc1cccc(Cl)c1 | -4% | ? | ?
CN(CCO)C(=O)c1cn(C2CCN(Cc3ccc(C(F)(F)F)cc3)CC2)nn1 | . | -14% | -14%
CCC1(CC)NC(=O)N(CC(=O)OCC(=O)NC(=O)c2ccccc2OC)C1=O | -7% | -17% | -9%
CC(C)N1CC(C(=O)Nc2cc(Cl)cc(Cl)c2)CC1=O (stereo unspecified) | -16% | -21% | -4%
Cc1nnc(SCc2ccccc2Cl)n(N)c1=O | -9% | -13% | -16%
COc1ccccc1C(=O)Nc1ccc2nc3n(c(=O)c2c1)CCCC3 | 4% | -25% | ?
C#CCOc1ccccc1C(N)=O | -4% | -11% | 2%
CC1(C)Cc2cccc(OCC(=O)OCc3nnc(-c4ccccc4)o3)c2O1 | 2% | -14% | -5%

Among those listed so far, these have a COOH group:
SMILES | KAT2A inh | TDP1 cell noCPT | TDP1 cell CPT
COc1ccc(C2C(C(=O)O)CC(=O)N2C2CCCCC2)cc1 (stereo unspecified) | -1% | 0% | -5%
C=CCOc1ccc(C(c2c(C(=O)O)[nH]c3ccccc23)c2c(C(=O)O)[nH]c3ccccc23)cc1 | ? | -8% | 12%
O=C(O)c1cccc(-n2cnc3cccnc32)c1 | -3% | -12% | -1%
O=C(O)CCCCCCCCc1cn(CC2CCCCC2)nn1 | -1% | 7%&5% | 3%&-4%

Next section.
SMILES | KAT2A inh | TDP1 cell noCPT | TDP1 cell CPT
CC1=CC2C(C(C)C)CCC(C)(O)C2CC1 (stereo unspecified) | -3% | -14% | -28%
C/C(=N\NC(=O)COc1cc(C)cc(C)c1)c1ccc(N2CCOCC2)cc1 | 22% | ? | -5%
CC(=O)c1ccc2c(c1)N(Cc1ccc3ccccc3c1)C(=O)C(C)S2 (stereo unspecified) | . | 5.2µM* | 5.8µM*
CNC(=O)c1cc(-c2cccs2)on1 | . | ? | ?
Cc1ccc(C(=O)OCC(=O)Nc2ccccc2C(F)(F)F)cc1S(=O)(=O)N1CCOCC1 | -2% | 0% | -6%
Cc1ccc(NC(=O)CSc2nc3c(oc4ccccc43)c(=O)n2Cc2ccco2)cc1F | -5% | -29% | -12%
Cc1ccccc1C(=O)Nc1sc2c(c1C(=O)N1CCC(C)CC1)CCCC2 | -2% | ? | ?
CCN(CC)CCN(C)Cc1nc(C(c2ccccc2)c2ccccc2)no1 | -9% | -1% | -3%
CCc1cc2c(c(CC)n1)CCC(=O)N2Cc1ccc(-c2ccccc2-c2nn[nH]n2)cc1 | -10% | -3% | 10%
Cc1c(Br)cccc1NC(=O)c1sccc1-n1cccc1 | -7% | ? | -27%
COC(=O)c1cc(CN2CCN(c3ccccc3)CC2)ccc1O | -6% | -7% | 3%
CC(NC(=O)c1cccs1)C(=O)NC1=NCCS1 (stereo unspecified) | -7% | -7% | 2%
CCOc1cccc2cc(-c3csc(NC(=O)CCC(=O)N4CCC(C)CC4)n3)c(=O)oc12 | 0% | 16µM* | ?
